AGP1 TOR yeast = modulators of TOR pathway AGP1-GFP in S. cerevisiae | 0.02% of 320,000 active | GFP response vs DMSO, % at 10 µM | S. cerevisiae AGP1-GFP multiplex flow cytometry, 3 h; GFP as percent of DMSO wells;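 active means GFP response relative to DMSO above a set limit, near screen average plus 3 SD, cut at about 150% in these data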;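 further: median GFP channel fluorescence of the gated AGP1 strain per well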
GRK2 aptamer HTS = inhibitors of human GRK2 displacing RNA aptamer. bead flow cytometry, FAM-aptamer displacement from GRK2. 0.59% of 330,000 active. inhibition of aptamer binding, % at 10 µM. P25098;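 active means inhibition of aptamer binding above 40%, roughly 3 SD of noise, on plates passing a quality check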;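 further: median bead fluorescence of bound FAM aptamer so fluorescent compounds give negative values; no value below 0 was filed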
Target sequence (P25098 whole entry, looked up): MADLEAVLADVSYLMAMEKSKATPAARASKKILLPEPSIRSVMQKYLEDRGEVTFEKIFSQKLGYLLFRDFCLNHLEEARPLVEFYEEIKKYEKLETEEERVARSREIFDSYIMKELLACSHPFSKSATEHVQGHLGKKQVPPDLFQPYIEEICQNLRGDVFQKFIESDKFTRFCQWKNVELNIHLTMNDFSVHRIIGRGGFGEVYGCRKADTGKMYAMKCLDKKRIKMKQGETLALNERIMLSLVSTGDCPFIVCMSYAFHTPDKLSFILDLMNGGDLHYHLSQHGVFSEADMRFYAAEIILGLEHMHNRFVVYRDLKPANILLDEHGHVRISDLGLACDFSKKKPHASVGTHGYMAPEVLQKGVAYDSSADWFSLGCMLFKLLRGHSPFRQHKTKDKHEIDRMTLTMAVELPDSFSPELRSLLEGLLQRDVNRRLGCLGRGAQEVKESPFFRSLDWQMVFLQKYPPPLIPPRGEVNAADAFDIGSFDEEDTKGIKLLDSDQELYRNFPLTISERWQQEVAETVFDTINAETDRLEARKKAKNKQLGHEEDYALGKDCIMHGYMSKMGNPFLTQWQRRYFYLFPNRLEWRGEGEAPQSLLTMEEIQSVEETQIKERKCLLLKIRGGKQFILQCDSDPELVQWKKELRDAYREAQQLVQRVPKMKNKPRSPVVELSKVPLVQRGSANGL
MEX-5 binding = C. elegans MEX-5 TCR-2 RNA binding activity; Q9XUB2; MEX-5/FITC-TCR2 RNA binding, fluorescence polarization; hits give low values; activity score (negative = inhibition of binding), % at 10 µM; 0.38% of 300,000 active; AID 1832;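 active means inhibition past about -25% in most replicates, and total fluorescence under double the plate's negative control median, limit read from the data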;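 further: 0% = DMSO and -100% = 5 µM competing unlabeled TCR2 RNA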
BCLXL inh = blocks human Bcl-xL binding to Bim BH3 peptide; Q07817; GST-Bcl-xL / FITC-Bim BH3 peptide fluorescence polarization; inhibition, % at 10.9 µM; 0.7% of 320,000 active;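 active means inhibition above the mean of all tested compounds plus 3 SD, cutoff set per campaign, cut at about 30% in these data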;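 further: 0% = DMSO wells and 100% = unlabeled Bim-BH3 peptide competitor; inhibitors lower millipolarization by displacing the labeled peptide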
Target sequence (Q07817 whole entry, looked up): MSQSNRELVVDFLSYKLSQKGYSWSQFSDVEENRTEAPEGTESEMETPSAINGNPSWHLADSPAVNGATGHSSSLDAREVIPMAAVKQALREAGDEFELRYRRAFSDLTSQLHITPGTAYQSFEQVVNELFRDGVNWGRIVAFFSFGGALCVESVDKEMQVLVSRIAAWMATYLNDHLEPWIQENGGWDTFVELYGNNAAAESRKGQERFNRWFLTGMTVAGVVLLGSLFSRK
VLA-4 inh = inhibition in a human VLA-4 binding assay. inhibition, % (about 7 µM as worked out from the volumes in the protocol). VLA-4 expressing cells, ligand binding flow cytometry. 0.2% of 330,000 active. P13612; in the data active means inhibition above about 50%
MCL1-BIM inh = disrupts human MCL1 binding to BIM-BH3 peptide. Q07820. GST-MCL1 / FITC-Bim-BH3 fluorescence polarization. inhibition, % at 10.9 µM. 0.68% of 320,000 active;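 active means inhibition above the mean inhibition of all tested compounds plus 3 SD, set per campaign, cut at about 40% in these data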;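 further: 0% = DMSO wells and 100% = unlabeled Bim-BH3 peptide control; higher means more loss of mP so more displacement of Bim peptide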
GLD-1 TGE inh = GLD-1-TGE RNA interaction inhibition (C. elegans); Q17339; purified GLD-1 + fluorescein TGE RNA, fluorescence polarization; inhibition, % at 5.96 µM; 0.44% of 320,000 active;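 active means percent inhibition above a per-plate cutoff, the plate mean of test compounds plus 3 SD, cut at about 30% in these data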;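 further: 0% = DMSO wells with GLD-1 and probe and 100% = wells lacking GLD-1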
CIT2-GFP yeast = yeast TOR pathway CIT2-GFP modulation; S. cerevisiae CIT2-GFP strain, flow cytometry, 3 h; 100 means same as DMSO wells; GFP response vs DMSO, % at 10 µM; 0.065% of 320,000 active;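 active means GFP response relative to DMSO above a set limit, near the screen mean plus 3 SD, cut at about 150% in these data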;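 further: ratio of well median GFP fluorescence to mean of DMSO wells on the plate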
Yeast superoxide = lowers age-related superoxide in aged yeast cells | S. cerevisiae aged cells, superoxide DHE fluorescence; hits give low values | superoxide response (% of plate mean), % at 10 µM | 0.18% of 330,000 active | AID 2690;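 active means superoxide response under a set limit, about three screen SD below normal, cut at about 65% in these data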;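 further: yeast aged for seven days with compound at 30 °C before DHE staining; 100% = average MFI of all compound-treated wells on the plate with controls excluded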
Numbers without * were called inactive; . = not tested or not shown.

#1 Cc1ccc(OCC(=O)N2CCCCC2)c(Br)c1
#2 Cc1ccc2nc(NC(=O)CCCc3nc4ccccc4s3)sc2c1
#3 COc1ccc(CCN2CC(C(=O)N(C)Cc3ccccc3OC)CCC2=O)cc1 (stereo not given)
#4 CCN(CC)c1ccc(/C=N/NS(=O)(=O)c2ccc(C)c([N+](=O)[O-])c2)cc1
#5 Cc1ccc([N+](=O)[O-])cc1N
#6 CC(=O)Nc1cccc(Nc2nc(-c3ccccc3)nc3ccccc23)c1
#7 CCC(=O)N1CCN(c2ccc(NC(=O)COc3ccc(CC)cc3)cc2)CC1
#8 O=C(Cc1cccs1)OCC(=O)c1ccco1
#9 CC1CCN(c2ccc([N+](=O)[O-])cc2C(N)=O)CC1
#10 FC(F)(F)c1ccc2c(c1)[nH]c(=S)n2C1CC1
Screen / compound no.	1	2	3	4	5	6	7	8	9	10
AGP1 TOR yeast	96	104	104	105	107	87	94	103	112	84
GRK2 aptamer HTS	0	1	2	2	1	2	2	20	3	0
MEX-5 binding	-2.7	-1.8	2.7	0.9	2.1	-0.3	-1.6	-2.5	1.8	1.6
BCLXL inh	3	-2	3	-2	2	9	-3	7	-1	-11
VLA-4 inh	-1	12	0	-16	8	14	3	15	-1	7
MCL1-BIM inh	-3	0	-4	-1	3	5	-1	21	-5	-23
GLD-1 TGE inh	4	-7	-8	0	1	4	4	2	0	2
CIT2-GFP yeast	91	98	108	108	108	101	92	87	105	102
Yeast superoxide	105	95	101	99	98	123	96	90	105	140

#11 CC(C)(C)n1ncc2c(=O)n(CC(=O)N3CCCCC3)cnc21
#12 NC(=O)COc1ncnc2scc(-c3ccc(F)cc3)c12
#13 CC(C)(C)OC(=O)N1CCC(CC2CC(c3ccc(Cl)cc3)=NO2)(C(=O)NCC2CCCCC2)CC1 (stereo not given)
#14 CCC1(c2ccc(F)cc2)NC(=O)N(CC(=O)Nc2ccc(C(N)=O)cc2)C1=O (stereo not given)
#15 O=C(O)CC1(CC(=O)NCc2ccncc2)CCCCC1
#16 CCCN(C1CCS(=O)(=O)C1)S(=O)(=O)c1ccc2ccccc2c1 (stereo not given)
#17 O=C(Nc1ccon1)c1cc(-c2ccccc2)nc2ccccc12
#18 COc1ccccc1N1CCN(C(=O)c2cccc(S(=O)(=O)Nc3ccccc3F)c2)CC1
#19 Cc1ccc(S(=O)(=O)N(C)C)cc1NC(=O)COC(=O)/C=C/c1ccc(F)cc1
#20 CCC(C)(C)n1nnnc1C(c1cc2cc(OC)ccc2[nH]c1=O)N1CCc2ccccc21 (stereo not given)
Screen / compound no.	11	12	13	14	15	16	17	18	19	20
AGP1 TOR yeast	98	96	90	99	.	98	100	109	108	103
GRK2 aptamer HTS	3	4	0	1	1	3	4	0	0	0
MEX-5 binding	-0.4	1.4	3.0	-1.2	-1.3	.	-1.2	.	0.6	-4.5
BCLXL inh	3	0	3	-2	5	2	3	.	-3	2
VLA-4 inh	11	-2	4	-5	-1	3	-7	1	1	-2
MCL1-BIM inh	3	-4	0	-8	-4	-8	2	.	-9	9
GLD-1 TGE inh	-4	-1	-2	-6	-3	7	8	2	6	-6
CIT2-GFP yeast	95	140	99	99	.	98	103	109	93	92
Yeast superoxide	104	89	106	103	103	99	96	81	102	99

#21 CN(Cc1cccnc1)C(=O)CCCc1c[nH]c2ccccc12
#22 CCCSc1nnc(NC(=O)c2ccco2)s1
#23 Cc1cccc(C(=O)Oc2cc(C)[nH]c(=O)c2[N+](=O)[O-])c1
#24 CCc1ccc(OC(C)C(=O)N(Cc2ccccc2)C2CCS(=O)(=O)C2)cc1 (stereo not given)
#25 O=C(Oc1ccc(N(C(=O)c2ccncc2)S(=O)(=O)c2ccc(Cl)cc2)cc1)c1ccncc1
#26 CC1(c2cc(F)ccc2F)NC(=O)N(CC(=O)Nc2cccc(S(=O)(=O)N3CCCC3)c2)C1=O (stereo not given)
#27 CCOc1ccc(OCc2ccc(C(=O)NC(C)(C)C)o2)cc1
#28 Cc1cc(C)c(OCC(=O)NCCCn2nc(C)cc2C)c(C)c1
#29 CC(C)c1cc(C(=O)N2CCCC(N3CCN(c4ccccc4F)CC3)C2)nc(N)n1 (stereo not given)
#30 COc1ccccc1OCCNC(=O)c1ccccc1OCc1c(C)noc1C
Screen / compound no.	21	22	23	24	25	26	27	28	29	30
AGP1 TOR yeast	101	72	104	105	88	96	98	97	113	102
GRK2 aptamer HTS	0	0	1	1	1	3	1	2	0	4
MEX-5 binding	-1.1	0.8	-1.5	0.5	-0.7	.	2.6	.	2.0	.
BCLXL inh	6	6	6	3	0	-2	.	-2	4	4
VLA-4 inh	0	7	0	22	-3	3	1	15	9	-2
MCL1-BIM inh	9	7	-5	5	-10	-10	.	2	5	6
GLD-1 TGE inh	-2	13	4	3	-2	9	.	5	-10	4
CIT2-GFP yeast	104	109	91	109	95	101	104	90	110	101
Yeast superoxide	118	105	84	89	100	85	108	101	123	87

From compound 28 to 30, as listed above:
#28 Cc1cc(C)c(OCC(=O)NCCCn2nc(C)cc2C)c(C)c1
#29 CC(C)c1cc(C(=O)N2CCCC(N3CCN(c4ccccc4F)CC3)C2)nc(N)n1 (stereo not given)
#30 COc1ccccc1OCCNC(=O)c1ccccc1OCc1c(C)noc1C
Screen / compound no.	28	29	30
AGP1 TOR yeast	97	113	102
GRK2 aptamer HTS	2	0	4
MEX-5 binding	.	2.0	.
BCLXL inh	-2	4	4
VLA-4 inh	15	9	-2
MCL1-BIM inh	2	5	6
GLD-1 TGE inh	5	-10	4
CIT2-GFP yeast	90	110	101
Yeast superoxide	101	123	87

Going on with the list.
#31 Nc1nc(-c2ccc(Cl)cc2)nc(-c2ccc(Cl)cc2)n1
#32 C=CCN1C(=O)C(Cc2ccc(Br)cc2)S/C1=N\N=C\c1ccco1 (stereo not given)
#33 O=C(Nc1ccc(NC(=O)c2cccs2)cc1)c1cccnc1
#34 CCOCCn1c(SCC)nc2c1c(=O)[nH]c(=O)n2C
#35 Cc1ccc(S(=O)(=O)N(CC(=O)Nc2cccc([N+](=O)[O-])c2)C2CCCCC2)cc1
#36 Cc1ccc(S(=O)(=O)c2cccc(S(=O)(=O)N3CCCC3)c2)cc1S(=O)(=O)N1CCCC1
#37 Oc1oc(-c2ccccc2)nc1C=NCc1ccccc1
#38 COc1ccc(S(=O)(=O)NC(C)C(=O)Nc2ccccc2F)cc1 (stereo not given)
#39 O=C1CC(SCc2nc3ccccc3[nH]2)C(=O)N1c1cccc(Cl)c1 (stereo not given)
#40 Cc1ccc(C(=O)c2cnc3cc4c(cc3c2S(=O)(=O)c2ccccc2)OCCO4)cc1
Screen / compound no.	31	32	33	34	35	36	37	38	39	40
AGP1 TOR yeast	99	97	99	108	104	105	102	106	112	103
GRK2 aptamer HTS	2	1	0	1	0	0	0	2	0	3
MEX-5 binding	-3.1	0.2	-2.7	2.6	-0.2	-0.5	-1.1	2.1	0.2	1.1
BCLXL inh	1	5	8	4	0	4	5	4	3	7
VLA-4 inh	3	14	2	8	-4	3	7	-16	7	33
MCL1-BIM inh	3	4	3	5	0	13	1	12	7	3
GLD-1 TGE inh	-2	7	-6	12	2	-5	2	-4	5	7
CIT2-GFP yeast	98	95	91	106	109	98	96	103	104	97
Yeast superoxide	103	100	93	97	83	87	106	107	95	110

#41 COc1cc(OC)c2ccc(=O)oc2c1
#42 Cc1cc(NC(=O)CSc2nnc(NC(=O)C3CC(=O)N(c4ccccc4)C3)s2)no1 (stereo not given)
#43 NC1=NC[C@H](c2ccccc2)N1CCc1cc(C(F)(F)F)cc(C(F)(F)F)c1
#44 Cc1cc(C)n2c(SCCN3C(=O)c4ccccc4C3=O)nnc2n1
#45 CCCCN1CCCC1CNC(=O)c1cc(C#N)c2ccccc2c1OC (stereo not given)
#46 O=C(CCn1cnnn1)Nc1ccc(F)cc1
#47 COCCn1c(SCC(N)=O)nnc1-c1c[nH]c2ccccc12
#48 C=CCN(C(=O)c1ccc2snnc2c1)c1ccccc1
#49 COc1ccccc1-c1coc2cc(O)cc(O)c2c1=O
#50 CCc1ccc(C(=O)NCc2ccc(Cl)cc2Cl)cc1
Screen / compound no.	41	42	43	44	45	46	47	48	49	50
AGP1 TOR yeast	106	106	99	103	91	100	95	103	89	97
GRK2 aptamer HTS	1	1	0	0	0	0	1	2	0	0
MEX-5 binding	.	0.8	0.1	0.3	1.7	-0.3	2.4	-0.5	1.0	4.7
BCLXL inh	.	-14	5	5	-1	4	-9	2	10	-6
VLA-4 inh	6	18	4	8	30	9	-5	-2	-2	-3
MCL1-BIM inh	.	-20	7	0	4	10	-12	3	4	-27
GLD-1 TGE inh	7	8	7	6	-1	-6	4	-7	10	-1
CIT2-GFP yeast	104	110	95	99	88	100	99	98	82	83
Yeast superoxide	106	66	97	97	100	87	127	100	80	94

#51 Cc1ccc(C)c(NC(=S)NNc2ccc(F)cc2F)c1
#52 Cc1ccc(Cl)c2c1NC(=O)C2(O)CC(=O)c1ccccc1O (stereo not given)
#53 Cc1sc(NC(=O)c2oc3ccccc3c2C)c(C#N)c1C
#54 Cn1nc([N+](=O)[O-])nc1Oc1ccccc1F
#55 CN(C(=O)NC1CCCCC1)c1ccccc1
#56 CCOC(=O)CNc1nc(C(C)(C)C)nc2c1nnn2Cc1ccccc1
#57 CCOC(=O)c1c(-c2cccs2)csc1NC(=O)CN(CC)CC
Screen / compound no.	51	52	53	54	55	56	57
AGP1 TOR yeast	97	105	100	99	99	93	103
GRK2 aptamer HTS	1	4	1	0	4	0	2
MEX-5 binding	1.1	0.6	0.0	2.5	-0.3	1.5	0.2
BCLXL inh	12	-1	-4	3	5	3	2
VLA-4 inh	-4	12	-8	1	-3	-11	2
MCL1-BIM inh	15	-2	3	0	2	2	-1
GLD-1 TGE inh	-1	-1	3	-1	7	-2	-2
CIT2-GFP yeast	101	97	95	107	101	95	101
Yeast superoxide	76	95	90	133	93	95	100

Screening data as filed in PubChem BioAssay.
